Bioassay records (PubChem)
STAT3 blocker – IL-6 driven STAT3 reporter inhibitors, primary screen, U3A cells, luciferase, luminescence, MLSCN library | AID 862, 2007 | 190,000 compounds, 0.89% hits | inhibition, % at 5.5 µM | IL-6 STAT3-luciferase reporter; host cell line lacks STAT1;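 active = inhibition above the mean inhibition across all screened compounds plus 3 SD, cut at about 44% in these data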;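 note: 0% = DMSO only wells and 100% = 100 µM nifuroxazide control wells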
PPARg SRC1 recr – PPARgamma agonists recruiting SRC-1 coactivator, primary screen, biochemical | activation, % at 8 µM | PPARgamma-SRC-1 coactivator recruitment biochemical assay | Peroxisome proliferator-activated receptor gamma (Homo sapiens), P37231 | 200,000 compounds, 0.41% hits | AID 631, 2007; in the data active = activation above about 19%;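 note: 0% = DMSO and 100% = reference agonist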
Target sequence (P37231 whole entry, looked up): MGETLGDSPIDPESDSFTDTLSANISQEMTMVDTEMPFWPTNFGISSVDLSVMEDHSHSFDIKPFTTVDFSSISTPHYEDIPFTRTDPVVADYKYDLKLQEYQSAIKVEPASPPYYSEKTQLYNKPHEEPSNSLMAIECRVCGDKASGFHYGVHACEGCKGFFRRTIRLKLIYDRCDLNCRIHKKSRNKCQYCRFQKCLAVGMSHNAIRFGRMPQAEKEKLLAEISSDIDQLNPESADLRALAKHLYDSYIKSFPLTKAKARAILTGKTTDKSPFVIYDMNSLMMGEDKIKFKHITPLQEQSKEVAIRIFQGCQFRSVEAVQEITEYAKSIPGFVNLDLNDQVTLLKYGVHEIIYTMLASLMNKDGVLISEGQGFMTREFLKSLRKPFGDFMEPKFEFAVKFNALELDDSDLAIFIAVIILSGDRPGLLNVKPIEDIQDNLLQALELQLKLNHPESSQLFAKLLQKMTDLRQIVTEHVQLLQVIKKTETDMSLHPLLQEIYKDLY
RAM inhibit – inhibitors of the yeast RAM network, primary screen, dse1pr::URA3 reporter, 5-FOA selection. S. cerevisiae dse1pr::URA3 reporter, 5-FOA growth OD615, 2 d; analog-sensitive cbk1-as2 kinase mutant strain. inhibition, % at 50 µM. 190,000 compounds, 1.8% hits;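 active = inhibition above a set limit, 3 SD over mean compound inhibition, cut at about 8.4% in these data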;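 note: 0% = DMSO-only wells with no growth and 100% = 10 µM 1-NA-PP1 full growth; inhibition rescues growth on 5-FOA so higher OD means more RAM inhibition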
PPARg SRC2 recr – agonists of PPARg-SRC-2 recruitment, primary screen, biochemical, HTS. Peroxisome proliferator-activated receptor gamma (Homo sapiens), P37231. activation, % at 8 µM. AID 1032, 2008. PPARgamma LBD-SRC-2 recruitment. 200,000 compounds, 0.34% hits; in the data active = activation above about 22%;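 note: 0% = vehicle and 100% = reference agonist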
S1P3 antagonist – S1P3 receptor antagonists, primary screen, cell-based; Sphingosine 1-phosphate receptor 3 (Homo sapiens), Q99500; CHO S1P3 NFAT-BLA reporter, FRET fluorescence, antagonist mode; inhibition, % at 4.98 µM; 170,000 compounds, 0.27% hits;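 active = inhibition above the plate cutoff, the mean inhibition of test wells on that plate plus 3 SD, cut at about 28% in these data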;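 note: cells challenged with S1P at its EC80 of 0.8 µM; blue over green emission ratio from cleaved BLA substrate after 4 h stimulation; 0% = S1P-stimulated wells and 100% = unstimulated DMSO-only wells; some compounds past the cut are filed as inactive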
PPARg SRC3 recr – PPARgamma agonists recruiting SRC-3 coactivator, primary screen, biochemical; 200,000 compounds, 0.26% hits; AID 731, 2007; biochemical PPARgamma/SRC-3 coactivator recruitment assay; activation, % at 8 µM; Peroxisome proliferator-activated receptor gamma (Homo sapiens), P37231; in the data active = activation above about 23%;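 note: 0% = DMSO and 100% = reference agonist; some compounds past the cut are filed as inactive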
SRC2 TRFRET art – TR-FRET signal artefacts, primary screen, artefact control for PPARgamma SRC-2 agonist project, biochemical; 200,000 compounds, 0.4% hits; TR-FRET artefact counter-screen; active compounds read high; AID 1049, 2008; TR-FRET ratio at 8 µM; in the data active = TR-FRET ratio above about 2000; note: inactives centre near 1500
ROMK mod – ROMK potassium channel modulators, primary screen, cell-based, thallium flux, MLSMR library. 130,000 compounds, 2% hits. B-score at 10 µM. AID 1918, 2009. ATP-sensitive inward rectifier potassium channel 1 (Homo sapiens), P48048. Tet-inducible ROMK, thallium flux fluorescence; actives lie on both sides;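 active = signal ratio slope over the read window, or its plate-corrected B-score, at least 3 SD from the plate mean, either direction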;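 note: B-score of the F/F0 ratio slope over 7 to 12 s after thallium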
Target sequence (P48048 whole entry, looked up): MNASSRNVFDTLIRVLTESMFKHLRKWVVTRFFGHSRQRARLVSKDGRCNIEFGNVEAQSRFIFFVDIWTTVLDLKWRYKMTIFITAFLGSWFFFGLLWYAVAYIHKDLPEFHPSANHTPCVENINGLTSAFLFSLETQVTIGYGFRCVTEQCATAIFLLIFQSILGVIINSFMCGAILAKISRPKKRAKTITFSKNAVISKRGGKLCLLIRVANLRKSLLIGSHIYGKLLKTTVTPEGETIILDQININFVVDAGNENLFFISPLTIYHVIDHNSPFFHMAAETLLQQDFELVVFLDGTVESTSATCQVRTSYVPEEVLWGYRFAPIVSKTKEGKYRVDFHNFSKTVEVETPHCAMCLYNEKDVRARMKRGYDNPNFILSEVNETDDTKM
TLR4 MyD88 comp – inhibitors of TLR4-MyD88 association in cells, primary screen, cell-based, HeLa CL3-4, BLA complementation, FRET ratio. inhibition, % at 8.4 µM. AID 861, 2007. HeLa CL3-4 TLR4/MyD88 BLA complementation. 200,000 compounds, 0.18% hits; in the data active = inhibition above about 25%;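 note: 0% = vehicle and 100% = reference inhibitor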
STAT3 act – IL-6 driven STAT3 reporter potentiators, primary screen, U3A cells, luciferase, luminescence, MLSCN library | IL-6 STAT3-luciferase reporter; 100% = signal with IL-6 EC80 alone | activation (% of control), % at 5.6 µM | 190,000 compounds, 0.91% hits | AID 871, 2007;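 active = activation above the screen-wide mean of compound activation plus 3 SD, cut at about 130% in these data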;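 note: 0% = background luminescence of wells with medium and substrate only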
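Material: STAT1-lacking human U3A cells, STAT3 luciferase reporter | Benchmarks: IL-6-only wells as 100% reference | Probe or stimulus: IL-6 (33 ng/mL) | Timing: Compound 1 h, then IL-6 6 h at 37 °C | Detection: Luminescence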
STAT1 blocker – STAT1 signaling inhibitors, primary screen, cell-based, HTS, luciferase reporter; NIH 3T3 STAT1-luciferase reporter, IFN-gamma, luminescence; inhibition, % at 5.5 µM; 200,000 compounds, 0.35% hits;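 active = inhibition above a set limit, the mean inhibition across all tested compounds plus 3 SD, cut at about 34% in these data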;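 note: 0% = IFN-gamma with DMSO and 100% = IFN-gamma with 300 µM nifuroxazide; values of inactives mirror those of a sister screen read the other way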
* = called active by the depositor; nt = no result given.

molecule	RAM inhibit	PPARg SRC2 recr	SRC2 TRFRET art	ROMK mod	S1P3 antagonist	STAT3 act	STAT1 blocker	STAT3 blocker	PPARg SRC1 recr	TLR4 MyD88 comp	PPARg SRC3 recr
CC1(C)CC(=O)C2=C(C1)OC(N)=C(C#N)C2c1ccc(OC(=O)N2CCOCC2)cc1 (configuration not stated)	3.1	-1	1549	nt	-2	102	8	1	1	-2	-3
Cn1cccc1CC(=O)N/N=C/C(Cl)=C/c1ccccc1	-0.4	-1	1579	nt	-4	103	-11	-8	4	-1	7
O=C(NCc1ccccc1)c1ccc2nccnc2c1	1.4	3	1451	-0.23	nt	101	5	5	2	-8	-2
COc1cccc(NC(=S)N2CCN(c3ccccn3)CC2)c1	-0.3	-1	1518	0.27	-5	100	5	-2	-2	-11	-2
N#C/C(=C\c1ccc(-c2ccc(F)cc2)o1)C(=O)Nc1nc(-c2cccs2)cs1	1.9	-5	1430	nt	-6	90	0	8	-8	-4	2
COC(=O)Cn1cnc2c(nnn2-c2ccc(C)cc2)c1=O	1.8	3	1520	nt	-9	95	-5	9	-1	10	-6
COc1cc(/C=N/O)cc(Cl)c1OC	1.4	4	1528	-0.77	5	92	-2	11	-1	-3	-1
CCCCn1c(N)c(N(CC)C(=O)/C=C/c2ccco2)c(=O)[nH]c1=O	2.7	-2	1402	0.052	-11	109	-2	-6	-6	2	-1
CC(=O)Oc1ccc(C(=O)[C@H]2[C@H]3C(=O)N(c4cccc5ccccc45)C(=O)[C@H]3[C@@H]3C=CC=NN32)cc1	1.9	-6	1591	nt	2	103	8	-1	-6	2	-1
Cc1ccc2cc(/C=N/NC(=O)[C@H]3C[C@@H]3c3ccccc3)c(Cl)nc2c1	3.0	11	1679	0.28	7	100	7	-2	4	10	3
CC(=O)N1CCC2(CC1)C(C#N)=C(N)Oc1n[nH]c(C(F)(F)F)c12	0.6	4	1365	0.91	nt	97	8	7	-1	-3	-4
O=C(CSc1nc2ccccc2c(=O)n1Cc1ccco1)NCc1ccccc1	nt	-1	1564	-0.53	76*	105	3	-2	-8	15	3
CCN(CC)c1ncnnc1-c1ccccc1	0.3	-2	1635	-0.65	-3	86	5	20	5	3	-3
CC1CN(S(=O)(=O)c2ccccc2)C(C)CN1S(=O)(=O)c1ccccc1 (configuration not stated)	3.5	18	1560	-0.21	nt	100	4	4	11	-4	-4
Cc1csc(SCC(=O)NC(=O)Cc2ccccc2)n1	0.4	14	1717	nt	-12	99	-6	0	8	-17	5
Clc1ccccc1-c1ccc(CN2CCN(c3ccccc3)CC2)o1	0.9	-3	1519	0.24	nt	105	-1	-6	-1	2	-2
Cc1nnc(NC2=NCCCCC2)o1	-0.5	-4	1422	0.16	-19	96	8	9	0	-9	-8
Cc1ccc2c(Cl)cc(Cl)c(OCC(=O)NC(C)(C)C)c2n1	-1.2	0	1397	-0.65	-3	105	5	-5	-5	5	0
Cc1ccc(CS(=O)(=O)CCC(=O)NCCC(C)C)cc1	0.0	14	1578	nt	nt	100	4	3	7	3	16
CC(C)=CC(=O)Nc1ccc(Cl)cc1	-0.4	-1	1643	-0.94	3	100	-37	4	5	6	1
O=C(c1ccc2c3c(cccc13)CC2)N1CCOCC1	1.5	0	1472	nt	-16	100	2	6	-1	-6	0
CC1CCCN(c2nc3c(c(=O)[nH]c(=O)n3C)n2CCSc2nc3ccccc3o2)C1 (configuration not stated)	-1.4	2	1570	nt	-14	109	-1	-6	9	3	3
CC1CCN(CCCCOc2cccc(Br)c2)CC1	2.1	9	1613	-1.2	-6	101	5	-3	8	6	2
CCCC(=O)Nc1cccc(-c2nc3ccccc3c(=O)o2)c1	1.2	3	1399	0.82	-15	82	37*	25	-1	-13	6
COc1cccc(N2CCN(C(=S)NCCc3ccccc3)CC2)c1	2.5	4	1545	nt	nt	99	4	10	4	-5	4
CC(=O)c1ccccc1C(=O)NCc1cccnc1	0.5	2	1571	0.035	-23	96	5	7	13	2	0
Cc1ccc(S(=O)(=O)N2CCN(C(=O)CSc3nnc(C)c(=O)[nH]3)CC2)cc1	2.2	-5	1427	2.2	10	98	-2	6	0	9	-13
CNc1ccccc1C(C)(C)c1cc(-c2cccc(Br)c2)no1	4.8	2	1581	-0.08	0	96	30	9	10	5	2
O=C(Nc1ccc(N2CCOCC2)cc1)c1ccc2c(c1)OCO2	1.4	1	1637	1.1	0	90	-14	14	0	-15	5
COc1ccccc1-n1cc(C(=O)c2cc(Cl)ccc2O)cc(C#N)c1=O	9.7*	-10	1451	0.73	5	102	0	-1	3	0	-5
O=C(NCCC1=CCCCC1)C1CC(=O)N(C2CCCCCC2)C1 (configuration not stated)	0.8	-3	1509	nt	3	106	-11	-4	-1	8	2
CC(=O)c1cc2c(cc1NC(=O)CN1CCOCC1)OCO2	2.2	1	1498	nt	-20	94	0	11	1	2	6
CC(=O)NC1=NN(C(C)=O)C2(CCCC2)S1	-0.4	7	1547	0.78	-13	94	-28	12	3	-12	2
CC(=C1C2C=CC1C1C(=O)NC(=O)C21)c1ccccc1 (configuration not stated)	0.7	0	1714	nt	-11	94	9	10	3	2	0
CC(C)CN(C(=O)CSc1nnc(-c2ccco2)o1)c1c(N)n(Cc2ccccc2)c(=O)[nH]c1=O	1.0	8	1483	-0.45	-1	104	-1	-4	-2	-4	0
COc1ccc(Br)cc1C(=O)NC(=S)Nc1ccc(Cl)c(C(=O)O)c1	7.2	3	1697	0.18	1	95	1	8	4	-10	2
Nc1nonc1NC(=O)CSc1nc2ccccc2s1	1.1	6	1419	-0.22	nt	126	5	-32	-1	-5	6
COC(=O)c1ccc(C)c(NC(=O)CCc2ccc(OC)c(OC)c2)c1	0.1	6	1550	nt	-4	87	0	19	2	6	-4
O=C(CSc1nc2ccccc2c(=O)n1Cc1ccc(Cl)cc1)NCc1cccs1	3.0	-3	1477	0.6	-8	103	-8	-7	-11	-1	-2
NCCSC1CC(=O)N(Cc2ccc(F)cc2)C1=O (configuration not stated)	1.8	5	1666	-0.91	-1	103	3	4	-3	2	2

The closing two entries of the part above are carried over, then new ones follow:
molecule	RAM inhibit	PPARg SRC2 recr	SRC2 TRFRET art	ROMK mod	S1P3 antagonist	STAT3 act	STAT1 blocker	STAT3 blocker	PPARg SRC1 recr	TLR4 MyD88 comp	PPARg SRC3 recr
O=C(CSc1nc2ccccc2c(=O)n1Cc1ccc(Cl)cc1)NCc1cccs1	3.0	-3	1477	0.6	-8	103	-8	-7	-11	-1	-2
NCCSC1CC(=O)N(Cc2ccc(F)cc2)C1=O (configuration not stated)	1.8	5	1666	-0.91	-1	103	3	4	-3	2	2
O=C(c1noc2c1CCCCC2)N1CCOCC1	1.1	6	1362	nt	-6	104	-4	2	-4	-1	-6
CCSC1=NCCN1S(=O)(=O)c1ccccc1	1.5	3	1293	-0.62	1	100	3	2	-4	-3	-4
COc1ccc(-c2cn(-c3ccc(OC)cc3)c3[n+]2-c2ccccc2CC3)cc1	0.4	-6	1462	nt	-5	37	29	73*	-5	7	-2
O=C(O)c1ccccc1CSc1ncccc1C(=O)O	2.7	17	1911	-0.27	-16	89	-2	19	1	0	2
CC1CCN(CCC(=O)Nc2ccc3c(c2)OCCO3)CC1	0.1	5	1633	0.047	3	95	-1	9	14	-8	4
Cc1ccc(NC(=O)OCc2cncs2)cc1	1.8	6	1604	0.83	-17	89	-19	20	1	-13	3
CC(C)OP(=O)(c1ccc(N(C)C)cc1)C(O)c1ccccc1 (configuration not stated)	-0.3	7	1555	-0.051	nt	103	0	2	-6	3	2
CCCCCCCCCC[n+]1cccc2c3ccccc3ccc21	-2.0	5	1650	nt	6	29	51*	87*	1	10	-2
O=C(Nc1cccc(-c2nc3ncccc3o2)c1)c1sc2cc(Cl)ccc2c1Cl	2.0	7	1696	-1.1	nt	107	-5	0	6	0	-1
CSc1nsc(SC)c1C(=O)N1CCN(S(=O)(=O)c2ccc(C)cc2)C1C(C)C (configuration not stated)	5.3	18	1675	-3.5*	nt	93	11	12	2	0	13

Not a retest: an excerpt of the list.
molecule	RAM inhibit	PPARg SRC2 recr	SRC2 TRFRET art	ROMK mod	S1P3 antagonist	STAT3 act	STAT1 blocker	STAT3 blocker	PPARg SRC1 recr	TLR4 MyD88 comp	PPARg SRC3 recr
O=C(Nc1cccc(-c2nc3ncccc3o2)c1)c1sc2cc(Cl)ccc2c1Cl	2.0	7	1696	-1.1	nt	107	-5	0	6	0	-1
CSc1nsc(SC)c1C(=O)N1CCN(S(=O)(=O)c2ccc(C)cc2)C1C(C)C (configuration not stated)	5.3	18	1675	-3.5*	nt	93	11	12	2	0	13

Compound profiles (already shown):
`O=C(c1noc2c1CCCCC2)N1CCOCC1` across the screens: RAM inhibit = 1.1; PPARg SRC2 recr = 6; SRC2 TRFRET art = 1362; ROMK mod = nt; S1P3 antagonist = -6; STAT3 act = 104; STAT1 blocker = -4; STAT3 blocker = 2; PPARg SRC1 recr = -4; TLR4 MyD88 comp = -1; PPARg SRC3 recr = -6
`O=C(Nc1cccc(-c2nc3ncccc3o2)c1)c1sc2cc(Cl)ccc2c1Cl` across the screens: RAM inhibit = 2.0; PPARg SRC2 recr = 7; SRC2 TRFRET art = 1696; ROMK mod = -1.1; S1P3 antagonist = nt; STAT3 act = 107; STAT1 blocker = -5; STAT3 blocker = 0; PPARg SRC1 recr = 6; TLR4 MyD88 comp = 0; PPARg SRC3 recr = -1

The list goes on.
molecule	RAM inhibit	PPARg SRC2 recr	SRC2 TRFRET art	ROMK mod	S1P3 antagonist	STAT3 act	STAT1 blocker	STAT3 blocker	PPARg SRC1 recr	TLR4 MyD88 comp	PPARg SRC3 recr
C/C(=N\NC(=O)c1cccc(S(=O)(=O)Nc2ccccc2Cl)c1)c1ccc(-n2ccnc2)cc1	-1.3	4	1496	1.2	nt	98	-4	8	-6	9	-3
COc1ccc(/C=C/C(=O)Nc2ccc(OC)nc2)cc1	0.7	2	1643	0.51	-5	90	-13	15	11	-14	6
OC1(c2ccc(F)cc2)CSC(=Nc2cccnc2)N1Cc1ccco1 (configuration not stated)	1.4	6	1470	0.086	5	92	-2	17	-3	-31	2
CN1CCN(C(=S)c2ccc(Cl)cc2)CC1	0.5	0	1410	0.41	nt	101	-2	0	0	-6	3
O=C(CC1C(=O)NCCN1Cc1ccoc1)NCCc1ccc(Cl)cc1 (configuration not stated)	1.0	7	1536	0.028	-9	99	-4	3	7	-3	3
